# Screening data from PubChem.
# Rin1-Abl PPI inh = blocks binding of human Rin1 to Abl. P00519+Q13671. TR-FRET Rin1/Abl binding, biochemical. inhibition, % at 7.35 µM. 360,000 tested, 0.4% active. AID 588664; in the data active = inhibition above about 5%, passing the limit was not always enough
# Target sequence (P00519 whole entry, looked up): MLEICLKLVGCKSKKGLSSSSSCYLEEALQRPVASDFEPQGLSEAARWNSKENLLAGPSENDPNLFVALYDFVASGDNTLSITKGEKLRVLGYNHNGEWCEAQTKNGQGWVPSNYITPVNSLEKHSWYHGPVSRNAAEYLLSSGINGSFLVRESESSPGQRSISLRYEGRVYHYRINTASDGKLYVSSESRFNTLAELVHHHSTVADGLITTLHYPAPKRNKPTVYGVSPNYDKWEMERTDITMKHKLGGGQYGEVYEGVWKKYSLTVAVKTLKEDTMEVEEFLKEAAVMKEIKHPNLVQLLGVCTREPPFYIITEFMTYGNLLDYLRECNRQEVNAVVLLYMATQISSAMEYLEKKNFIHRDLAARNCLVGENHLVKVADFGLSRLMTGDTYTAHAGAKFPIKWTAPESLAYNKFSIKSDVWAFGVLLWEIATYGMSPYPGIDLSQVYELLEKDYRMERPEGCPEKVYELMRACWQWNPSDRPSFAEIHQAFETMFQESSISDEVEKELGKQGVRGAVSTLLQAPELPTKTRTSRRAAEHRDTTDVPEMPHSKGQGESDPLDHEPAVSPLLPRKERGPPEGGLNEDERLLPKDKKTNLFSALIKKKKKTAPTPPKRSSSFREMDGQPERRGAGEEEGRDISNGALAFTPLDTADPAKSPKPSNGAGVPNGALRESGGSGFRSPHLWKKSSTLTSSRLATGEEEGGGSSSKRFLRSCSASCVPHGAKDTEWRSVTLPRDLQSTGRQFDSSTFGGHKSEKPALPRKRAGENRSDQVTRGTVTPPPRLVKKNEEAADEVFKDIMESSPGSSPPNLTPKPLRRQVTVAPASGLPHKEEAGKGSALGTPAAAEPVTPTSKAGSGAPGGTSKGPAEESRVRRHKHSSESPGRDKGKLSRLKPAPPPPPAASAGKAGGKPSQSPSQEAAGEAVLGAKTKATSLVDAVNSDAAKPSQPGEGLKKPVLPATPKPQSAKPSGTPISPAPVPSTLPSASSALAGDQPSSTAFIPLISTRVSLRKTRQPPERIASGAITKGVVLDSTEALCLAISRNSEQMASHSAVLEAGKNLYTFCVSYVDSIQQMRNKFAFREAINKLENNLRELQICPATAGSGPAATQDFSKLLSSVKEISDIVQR
# Target sequence (Q13671 whole entry, looked up): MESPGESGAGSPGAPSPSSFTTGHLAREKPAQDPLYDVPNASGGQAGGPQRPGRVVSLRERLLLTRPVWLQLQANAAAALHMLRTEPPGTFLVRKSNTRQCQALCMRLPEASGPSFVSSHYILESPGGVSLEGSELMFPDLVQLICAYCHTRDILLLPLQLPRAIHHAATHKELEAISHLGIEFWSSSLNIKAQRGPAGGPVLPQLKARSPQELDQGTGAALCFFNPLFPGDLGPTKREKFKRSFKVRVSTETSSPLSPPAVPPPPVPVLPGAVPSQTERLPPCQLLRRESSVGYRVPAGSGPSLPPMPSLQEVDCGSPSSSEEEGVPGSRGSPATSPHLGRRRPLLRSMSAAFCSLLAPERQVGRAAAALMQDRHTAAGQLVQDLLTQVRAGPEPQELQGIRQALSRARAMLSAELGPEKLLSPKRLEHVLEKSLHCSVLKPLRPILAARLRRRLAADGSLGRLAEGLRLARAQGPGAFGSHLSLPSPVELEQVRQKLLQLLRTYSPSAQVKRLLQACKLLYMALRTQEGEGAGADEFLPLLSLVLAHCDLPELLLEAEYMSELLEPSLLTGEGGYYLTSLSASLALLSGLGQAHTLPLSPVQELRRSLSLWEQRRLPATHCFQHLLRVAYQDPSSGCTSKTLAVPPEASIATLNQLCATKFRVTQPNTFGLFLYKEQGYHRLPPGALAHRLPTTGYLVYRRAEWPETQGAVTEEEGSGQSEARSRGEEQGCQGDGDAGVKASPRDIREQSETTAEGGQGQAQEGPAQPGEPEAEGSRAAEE
# Neddyl block = cullin neddylation inhibition; P61081+Q13564; TR-FRET cullin neddylation, biochemical; calls only at 25 µM; 360,000 tested, 0.58% active; AID 651699; in the data active = inhibition above about 36%
# NadD block = blocks S. aureus nicotinate mononucleotide adenylyltransferase; inhibition, % at 20 µM; 360,000 tested, 0.78% active; purified NadD enzyme, colorimetric absorbance read-out; in the data active = inhibition above about 26%; also: some compounds past the cut are filed as inactive
# MT1-MMP act inh = MT1-MMP (human) activation inhibition; HT1080 RFP-PRO-GFP cells, GFP/RFP ratio fluorescence, overnight; percent of plate control window, DMSO zero; GFP/RFP ratio change, % at 20 µM; 360,000 tested, 0.061% active; AID 651647;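 active = GFP/RFP ratio change of at least 30% with cell ATP level not reduced by more than half and red fluorescence within 50% of control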; also: strong numbers were not always called active
#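 Assay system: HT1080 cells carrying an RFP-PRO-GFP reporter | Dosing: Single dose of 20 µM compound, 1% DMSO final | Incubation: Cells overnight before dosing, compound overnight, 37 °C, 5% CO2 | Evaluation: GFP/RFP fluorescence ratio | Control set: DMSO and RFP-L50D-GFP cell wells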
# Rpn11 block = inhibitors of human proteasome Rpn11; O00487; human 26S proteasome, Ub4-pepOG fluorescence polarization; 20S core pre-blocked with epoxomicin; calls only at 20 µM; 360,000 tested, 0.59% active;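 active = inhibition at 20 µM, scaled to each plate's controls, above about 33%, limit read from the data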
# FAS-TE inh = blocks the thioesterase domain of human fatty acid synthase; 360,000 tested, 0.67% active; P49327; recombinant FAS-TE, OMFH fluorogenic substrate, fluorescence endpoint; inhibition, % at 15 µM;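 active = compounds whose normalised, plate-corrected inhibition of enzyme fluorescence in the single-dose primary screen is 50% or more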;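 also: 0% = DMSO with enzyme and 100% = substrate without enzyme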
# CSN inh = blocks human CSN-mediated cullin deneddylation; Q92905; Purified CSN, SCF-Nedd8-OG deneddylation, fluorescence polarization; inhibition, % at 12.5 µM; 360,000 tested, 0.38% active;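 active = pattern-corrected inhibition above about 35%, with an unprinted fluorescence ratio check between 0.5 and 1.5, limit read from the data, passing the limit was not always enough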;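 also: 0% = enzyme with substrate and 100% = substrate without enzyme; some results filed as inactive read as strong as hits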
#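 test system = HEK293T-derived human Csn5 enzyme | amount = 0.24 nM Csn5 enzyme, final concentration | medium = Tris/NaCl/DTT buffer, pH 7.5 | schedule = 90 min reaction at room temperature | signal = FP | evaluation = inhibition of Csn5 cleavage, % | compound dosing = single dose of 12.5 µM compound with 0.25% DMSO | probe or stimulus = 10 nM SCFSkp2-Nedd8OG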
# MLLE-PAM2 inh = blocks PAM2 peptide binding to the PABP1 MLLE domain; GST-MLLE / FITC-PAM2 fluorescence polarization; P11940; 360,000 tested, 0.36% active; AID 588489; inhibition, % at 20 µM; in the data active = inhibition above about 35%, passing the limit was not always enough;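 also: plate controls were DMSO wells with GST-MLLE for no effect and wells lacking GST-MLLE protein for full effect; some results filed as inactive read as strong as hits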
# SKN-1 block = inhibitors of C. elegans SKN-1 | 360,000 tested, 0.49% active | C. elegans VP596 Pgst-4::GFP/RFP ratio, acrylamide-induced, 24 h | inhibition, % at 21.8 µM;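 active = interference check ratio from 0.5 to 1.5 plus GFP to RFP signal ratio inhibition reaching or exceeding a fixed threshold, cut at about 30% in these data, passing the limit was not always enough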; also: some compounds called inactive have numbers as strong as hits
# * = called active by the depositor; i = inactive; · = no result given; + = active, no number.
SMILES,Rin1-Abl PPI inh,Neddyl block,NadD block,MT1-MMP act inh,Rpn11 block,FAS-TE inh,CSN inh,MLLE-PAM2 inh,SKN-1 block
Cc1ccc2c(c1)c(C1=NC(=S)NC1=O)c(O)n2C,1,i,1,6,i,0,-4,9,-21
O=C(CSc1nnc(-c2ccco2)o1)c1ccccc1Cl,0,i,3,0,i,3,6,-12,-3
COCCN(C(=O)COC(=O)Cc1ccc(Cl)cc1)c1c(N)n(Cc2ccccc2)c(=O)[nH]c1=O,2,i,-3,0,i,-3,1,-14,20
COc1cccc(-c2cc(C(=O)NCC3CCCO3)c3ccccc3n2)c1 (stereo not drawn),-3,i,-4,-7,i,-8,-15,0,2
O=C(CCCCC(=O)NN=Cc1ccccc1O)NN=Cc1ccccc1O,-1,i,2,5,i,0,-1,-1,13
CCOc1ccc(OCC)c(NC(=O)C2CCN(S(=O)(=O)c3cccc4nonc34)CC2)c1,2,i,-5,-4,i,21,-1,-2,-8
COc1cccc(N2CC(NS(=O)(=O)c3ccc(Cl)cc3)CC2=O)c1 (stereo not drawn),1,i,-2,-1,i,0,-3,-33,6
Fc1ccc(-c2ccnn2-c2ccccc2)cc1,-4,i,1,-1,i,2,5,0,17
CCc1nc(Nc2ccncc2)c2oc3ccccc3c2n1,1,+,-6,-15,i,-7,-2,2,9
COc1ccc(N=Nc2ccc(O)c(P(=O)(c3ccccc3)c3ccccc3)c2)cc1,-3,i,31*,6,i,-7,5,21,13
CCN1C(=O)CC(Sc2ccccc2N)C1=O (stereo not drawn),-1,i,-2,1,i,-5,15,7,-2
Cc1cc(C)n(-c2ccc(C(=O)OCC(=O)Nc3ccc(Cl)c(S(=O)(=O)N(C)C)c3)cc2)n1,0,i,-5,1,i,18,-4,-6,-1
Cc1ccc(-c2cc(C(F)F)nc(S(C)(=O)=O)n2)cc1,-3,i,-6,-8,i,-1,-1,0,0
CC(=O)Oc1ccccc1C1C[C@]2(C)CC(=O)NC2N1C(C)=O (stereo partly drawn),3,i,2,2,i,-9,5,4,4
COc1ccc(NC2CCCN(C(=O)c3cn(C)c4ccccc34)C2)cc1 (stereo not drawn),2,i,-1,1,i,-4,-3,-7,3
O=C(CSc1cn(CCNC(=O)c2ccccc2)c2ccccc12)NCc1ccco1,1,i,-1,5,i,-7,-4,29,-19
O=C(Nc1ccc2nc3n(c(=O)c2c1)CCCC3)c1cncc(Br)c1,-1,i,6,-8,i,-1,-7,6,-13
Cc1cccc(-c2cc(C(=O)Nc3c(C)n(C)n(-c4ccccc4)c3=O)c3ccccc3n2)c1,-5,i,-7,-2,i,0,-5,-3,8
CCOc1ccc(C(=O)Nc2cccc(C)n2)cc1,-1,i,-7,2,i,-1,0,1,11
Cc1nc(-c2ccc(F)cc2)c(CC(=O)N2CCN(S(=O)(=O)c3ccc(F)cc3)CC2)s1,1,i,7,-5,i,4,2,0,4
CCNC(=S)N1CCC(C(O)(c2ccccc2)c2ccccc2)CC1,0,i,7,-1,i,-3,3,-127,2
Cc1nc2cc(C(F)(F)F)ccc2n1C1CCN(C(=O)N2CCOCC2)CC1,7,i,-4,-1,i,-7,5,6,-16
CCC(=O)N1CCc2cc(S(=O)(=O)NC(Cc3ccccc3)C(=O)O)ccc21 (stereo not drawn),2,i,-7,-3,i,-7,2,2,-6
C=CCN(c1cccc(C(F)(F)F)c1)S(=O)(=O)c1cccc(C(=O)OCC(=O)NC(N)=O)c1,-3,i,-6,3,i,12,5,-4,13
COc1cc(NC(=O)c2cccs2)c(OC)cc1NC(=O)CCC(=O)Nc1ccc2ncccc2c1,3,i,5,3,i,2,-6,12,7
O=C(OCC(=O)N1CCN(c2ccccc2)CC1)c1ccc(O)cc1O,1,i,-2,0,i,0,-1,-9,-1
COCCn1c(N2CCN(c3ccc(OC)cc3)CC2)nc2c1c(=O)n(C)c(=O)n2C,1,i,-3,8,i,-1,6,-4,-14
COc1ccc(C(CNC(=O)c2ccc(NS(=O)(=O)c3ccc(F)c(C)c3)cc2)N2CCOCC2)cc1 (stereo not drawn),0,i,6,1,i,-6,-4,-3,-1
CC(=O)Nc1ccc(N(CC(=O)NCC2CCCO2)C(=O)CCC(=O)Nc2cc(C)on2)cc1 (stereo not drawn),-3,i,-1,3,i,-6,1,2,-2
COc1ccc(C(=O)COC(=O)CCN=C2NS(=O)(=O)c3ccccc32)cc1OC,-2,i,-3,-3,i,-4,0,-18,1

# Profiles from above:
# Listed for CCC(=O)N1CCc2cc(S(=O)(=O)NC(Cc3ccccc3)C(=O)O)ccc21 (stereo not drawn) : Rin1-Abl PPI inh: 2; Neddyl block: i; NadD block: -7; MT1-MMP act inh: -3; Rpn11 block: i; FAS-TE inh: -7; CSN inh: 2; MLLE-PAM2 inh: 2; SKN-1 block: -6
# Listed for COc1ccc(C(=O)COC(=O)CCN=C2NS(=O)(=O)c3ccccc32)cc1OC : Rin1-Abl PPI inh: -2; Neddyl block: i; NadD block: -3; MT1-MMP act inh: -3; Rpn11 block: i; FAS-TE inh: -4; CSN inh: 0; MLLE-PAM2 inh: -18; SKN-1 block: 1

# Three compounds out of the list, ordered by length of the SMILES, ascending.
SMILES,Rin1-Abl PPI inh,Neddyl block,NadD block,MT1-MMP act inh,Rpn11 block,FAS-TE inh,CSN inh,MLLE-PAM2 inh,SKN-1 block
CCNC(=S)N1CCC(C(O)(c2ccccc2)c2ccccc2)CC1,0,i,7,-1,i,-3,3,-127,2
O=C(OCC(=O)N1CCN(c2ccccc2)CC1)c1ccc(O)cc1O,1,i,-2,0,i,0,-1,-9,-1
CC(=O)Nc1ccc(N(CC(=O)NCC2CCCO2)C(=O)CCC(=O)Nc2cc(C)on2)cc1 (stereo not drawn),-3,i,-1,3,i,-6,1,2,-2

# Additional records.
SMILES,Rin1-Abl PPI inh,Neddyl block,NadD block,MT1-MMP act inh,Rpn11 block,FAS-TE inh,CSN inh,MLLE-PAM2 inh,SKN-1 block
COc1ccc(/C=N/NC(=O)CN(Cc2ccccc2)S(=O)(=O)c2ccc3c(c2)OCCO3)cc1,-2,i,6,7,i,26,0,0,8
O=C1c2[nH]nc(-c3ccccc3O)c2C(c2cccc(Cl)c2)N1Cc1ccco1 (stereo not drawn),3,i,9,3,i,-79,4,9,10
CC(C)CN1C(=O)C(=O)N(CC(=O)NC(C)CCc2ccccc2)C1=O (stereo not drawn),8,i,-2,0,i,-2,-1,-2,15
O=C(Nc1nc(-c2cc(F)ccc2F)cs1)c1cccc(N2C(=O)CCC2=O)c1,-2,i,-13,4,i,14,1,4,-12
Cc1cccnc1NC(=O)Nc1cccs1,-1,i,3,7,i,0,-3,20,0
Cc1cc(C)c(NC(=O)CN2C(=O)NC(CCc3ccccc3)C2=O)c(C)c1 (stereo not drawn),2,i,-1,5,i,5,-2,-23,-14
COc1cccc(/C=C2\SC(=S)N(c3cccnc3)C2=O)c1OC,4,i,-9,1,i,-5,0,55*,-12
CSc1cccc(CNC(=O)C2CCC(=O)N(CCc3ccccc3)C2)c1 (stereo not drawn),-3,i,2,-2,i,-4,0,-6,9
CCC(C)N(C(=O)CSc1nc(-c2cccs2)nc2ccccc12)C1CCS(=O)(=O)C1 (stereo not drawn),-5,i,-2,1,i,22,-1,9,11
CCCCN1CC[C@H]2C=CC[C@@H](C(=O)Nc3ccccc3)[C@H]2C1=O,0,i,2,3,i,-7,-1,3,16
Cc1ccc(NC(=O)c2c3c(nc4ccccc24)CCC3)cc1,1,i,-1,-6,i,-2,2,-40,8
CC(=O)N1CCc2cc(S(=O)(=O)NC(CC(C)C)C(=O)Nc3ccc4c(c3)OCCO4)ccc21 (stereo not drawn),-1,i,5,7,i,-6,0,-3,11
OC[C@H]1O[C@H](OC[C@H]2OC(O)[C@H](O)[C@@H](O)[C@@H]2O)[C@H](O)[C@@H](O)[C@@H]1O (stereo partly drawn),0,i,1,-3,i,-7,-4,3,-14
CCCn1nnc(NC(=O)c2ccc(Br)o2)n1,-2,i,-3,-4,i,-6,4,2,2
CC(=O)Oc1c(S(=O)(=O)c2ccc(C)cc2)c(C)nn1C(C)(C)C,3,i,-8,3,i,-7,1,5,23
CCCCNC(=O)OC1CC2CC1[C@H]1CCCCN1C2=O (stereo partly drawn),·,i,0,5,·,-13,-1,·,10
CC(C)(C)c1sc(N)nc1-c1ccccc1,-2,i,-3,-8,i,-5,-2,-9,11
CC(c1ccon1)N(C)Cc1cn[nH]c1-c1ccc(-c2ccccc2)cc1 (stereo not drawn),5,i,-2,2,i,18,-5,0,0
NC(=O)c1nsc(C(=O)N(Cc2ccc(F)cc2)C(C(=O)NCC2CCCO2)c2ccc(F)cc2)c1N (stereo not drawn),-2,i,-3,-1,i,2,2,-1,13
O=C(NCCc1nnc2ccc(N3CCCCCC3)nn12)c1ccccc1F,3,i,0,2,i,-1,2,3,-6
NC(c1csc(Nc2nncc3ccccc23)n1)c1ccccc1Cl (stereo not drawn),-4,i,13,-6,i,-10,4,-69,21
CCC(=O)NC(C)C(c1cccs1)N1CCN(c2ccccc2)CC1 (stereo not drawn),0,i,-5,5,i,-3,0,-7,8
CCC(=O)Nc1nc2c(OC)ccc(OC)c2s1,-1,i,2,0,i,-4,1,6,-6
COc1cc(C2CC(=O)c3c(O)cc(O)cc3O2)ccc1O (stereo not drawn),1,i,-3,-3,i,-4,1,-9,4
COc1ccc(/C=C(\C#N)C(=O)OCC(=O)N(C)C2CCS(=O)(=O)C2)cc1 (stereo not drawn),4,i,-1,·,i,-11,4,-2,-20
Cc1cc(C(F)(F)F)nn1CC(=O)N1CCCCC1C (stereo not drawn),-3,i,5,-3,i,-6,4,-2,5
Cc1noc(C)c1S(=O)(=O)NC1CCN(Cc2ccccc2)CC1,0,i,-5,-3,i,-8,-8,18,-5
Nc1nc(-c2ccccc2)nn1C(=O)Cc1ccccc1,0,i,-7,3,i,-4,1,-25,4
Cc1csc(Nc2ccc(C(=O)O)cc2)n1,-2,i,0,0,i,-4,4,-9,-6
Cc1cccc(OCc2occc2C(=O)Nc2cccc(-n3cnnn3)c2)c1,3,i,-7,3,i,38,6,8,24
CC1=C/C(=N\NC(=S)NCCc2ccccc2)CC(C)(C)C1,-1,i,6,-1,i,9,1,4,14
Cc1ccc(N(C)S(=O)(=O)c2nnc(NC(=O)c3ccco3)s2)cc1,-4,i,-3,-1,i,-4,-1,4,14
O=C(c1ccco1)N1CCN(C(=O)c2cc3c(s2)-c2ccccc2OC3)CC1,1,·,3,2,i,-4,-1,7,6
O=C(Nc1ccc2c(c1)OCO2)C1CC(c2c(F)cccc2Cl)=NO1 (stereo not drawn),-2,i,-3,3,i,5,-1,-12,-4
O=C(CSCc1ccccc1)Nc1ccccc1,0,i,-5,0,i,-6,-1,3,2
CCOc1ccc(-c2nnc(-c3ccco3)o2)cc1,-5,·,-7,3,i,-2,7,-5,58*
Cc1cc(C)cc(OCC(=O)Nc2nc(-c3cccnc3)cs2)c1,-1,i,4,1,i,1,-1,22,7
CN(C(=O)c1cccc(NC(=O)Cc2cccc(NC(=O)C3CCN(C(=O)c4ccccc4)CC3)c2)c1)C1CCCC1,-1,i,2,3,i,-7,6,13,-6
COc1ccc(-n2c(SCC(=O)Nc3cc(C)on3)nc3c(c2=O)SCC3)cc1,1,i,0,-1,i,-5,-2,19,-11
